High-throughput results deposited in PubChem BioAssay by Vanderbilt High Throughput Screening Facility.
Cav32 inh = human Cav3.2 channel inhibition, primary screen. B-score at 10 µM. Cav3.2-expressing cells, Fluo-4 calcium fluorescence FDSS; hits give low values. actives 4% (n = 100,000);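 active = single-dose well whose peak fluorescence ratio is a statistical outlier from its plate by either plate-standardised score or position-corrected B-score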
Target sequence (O95180 whole entry, looked up): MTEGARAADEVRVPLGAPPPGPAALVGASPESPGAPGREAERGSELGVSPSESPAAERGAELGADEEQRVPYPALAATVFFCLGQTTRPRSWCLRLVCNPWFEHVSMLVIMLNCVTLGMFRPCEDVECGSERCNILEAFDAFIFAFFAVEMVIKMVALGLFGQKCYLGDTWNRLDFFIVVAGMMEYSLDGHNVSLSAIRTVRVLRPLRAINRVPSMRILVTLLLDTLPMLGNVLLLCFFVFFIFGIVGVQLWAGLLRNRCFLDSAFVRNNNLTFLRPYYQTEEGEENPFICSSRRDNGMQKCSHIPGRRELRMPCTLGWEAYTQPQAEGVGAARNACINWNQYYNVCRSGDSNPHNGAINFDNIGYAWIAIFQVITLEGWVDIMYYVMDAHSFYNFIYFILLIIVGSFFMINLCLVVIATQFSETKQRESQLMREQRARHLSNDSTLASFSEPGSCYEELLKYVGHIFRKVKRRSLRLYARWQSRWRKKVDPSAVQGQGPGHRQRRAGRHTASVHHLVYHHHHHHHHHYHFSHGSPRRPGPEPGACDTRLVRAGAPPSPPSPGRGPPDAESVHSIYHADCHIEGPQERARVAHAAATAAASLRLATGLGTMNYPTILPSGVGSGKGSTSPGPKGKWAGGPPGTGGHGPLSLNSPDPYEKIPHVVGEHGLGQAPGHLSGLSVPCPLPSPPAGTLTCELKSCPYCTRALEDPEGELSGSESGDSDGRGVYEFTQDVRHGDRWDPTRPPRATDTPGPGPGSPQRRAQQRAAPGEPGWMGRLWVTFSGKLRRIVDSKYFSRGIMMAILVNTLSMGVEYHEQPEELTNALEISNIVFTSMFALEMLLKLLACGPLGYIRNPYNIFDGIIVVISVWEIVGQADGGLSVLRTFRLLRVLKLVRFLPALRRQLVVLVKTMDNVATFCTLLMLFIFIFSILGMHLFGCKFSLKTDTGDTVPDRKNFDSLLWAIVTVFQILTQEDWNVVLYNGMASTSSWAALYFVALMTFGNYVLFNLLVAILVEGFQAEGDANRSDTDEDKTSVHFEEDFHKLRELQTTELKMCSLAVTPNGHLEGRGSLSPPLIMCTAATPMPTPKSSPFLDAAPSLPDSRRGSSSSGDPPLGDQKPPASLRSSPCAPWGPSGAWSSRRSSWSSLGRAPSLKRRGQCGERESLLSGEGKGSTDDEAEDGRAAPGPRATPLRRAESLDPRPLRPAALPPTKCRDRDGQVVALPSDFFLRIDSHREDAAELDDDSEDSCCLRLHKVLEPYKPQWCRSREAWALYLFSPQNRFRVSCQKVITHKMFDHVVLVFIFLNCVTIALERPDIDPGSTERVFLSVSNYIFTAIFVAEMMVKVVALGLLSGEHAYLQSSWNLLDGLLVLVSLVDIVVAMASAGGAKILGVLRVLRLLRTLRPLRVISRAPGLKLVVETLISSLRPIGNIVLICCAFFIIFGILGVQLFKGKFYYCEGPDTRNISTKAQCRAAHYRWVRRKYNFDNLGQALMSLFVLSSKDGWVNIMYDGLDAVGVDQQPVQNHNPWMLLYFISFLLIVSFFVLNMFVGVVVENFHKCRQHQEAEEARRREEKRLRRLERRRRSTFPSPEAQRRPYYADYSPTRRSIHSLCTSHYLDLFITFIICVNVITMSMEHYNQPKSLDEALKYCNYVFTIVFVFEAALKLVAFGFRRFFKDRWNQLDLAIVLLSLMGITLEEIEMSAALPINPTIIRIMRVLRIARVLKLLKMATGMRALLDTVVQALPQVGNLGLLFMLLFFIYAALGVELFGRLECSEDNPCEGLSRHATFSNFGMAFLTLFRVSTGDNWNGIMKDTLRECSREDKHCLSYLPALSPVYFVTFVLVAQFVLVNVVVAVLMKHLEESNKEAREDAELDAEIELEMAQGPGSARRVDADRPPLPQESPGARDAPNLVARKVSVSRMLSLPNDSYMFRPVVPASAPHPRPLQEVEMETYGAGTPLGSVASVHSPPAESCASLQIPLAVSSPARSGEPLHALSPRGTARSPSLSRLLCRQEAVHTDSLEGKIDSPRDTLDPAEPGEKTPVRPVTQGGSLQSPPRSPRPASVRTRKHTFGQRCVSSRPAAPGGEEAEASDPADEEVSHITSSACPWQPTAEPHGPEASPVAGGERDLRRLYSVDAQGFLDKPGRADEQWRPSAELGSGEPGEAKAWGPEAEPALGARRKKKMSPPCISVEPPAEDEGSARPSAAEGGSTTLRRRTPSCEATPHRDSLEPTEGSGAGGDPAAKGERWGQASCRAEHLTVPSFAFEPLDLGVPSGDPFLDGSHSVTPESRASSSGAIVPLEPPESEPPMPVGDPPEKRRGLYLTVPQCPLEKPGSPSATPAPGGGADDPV
An asterisk follows results filed as active. A portion of the library; rates above refer to the full screens.

SMILES | Cav32 inh
S=c1nc(-c2ccc(Br)cc2)oc2c1CCCC2 | -1.2
O=C(c1ccc(F)cc1)C1CCN(C(=O)Nc2ccc(F)cc2)CC1 | 1.2
Nc1c(Cl)ncnc1N1CCOCC1 | -2.6
Cc1nc(N2CCN(C)CC2)c2sc(=S)n(-c3ccccc3)c2n1 | 1.4
Cc1cccc(-n2c(N)cc(=O)nc2SC(C)C(=O)NC2CCCCC2)c1 (stereo unspecified) | -0.34
C=CCC(C#Cc1ccccc1)[N+](C)(C)CC=C (stereo unspecified) | -0.57
Cc1ccc(C)c(C(=O)CSc2n[nH]c(C)n2)c1 | 0.38
Cc1ccc2nc(C(=O)O)c(C(=O)O)nc2c1 | 0.24
O=C(O)c1c2c(nc3ccc(F)cc13)CCC2 | -0.099
Cc1cccc(C(=O)NNC(=O)C(=O)NC(C)(C)C)c1 | -0.8
CCCCCOc1ccc(C2NC(=O)NC2=O)cc1 (stereo unspecified) | 0.014
CC(C(=O)Nc1cccc([N+](=O)[O-])c1)n1nnc2ccccc21 (stereo unspecified) | 0.075
COCCn1c(SCC(=O)N2CCN(c3ccccc3)CC2)nc2c(c1=O)SC(C)C2 (stereo unspecified) | 2.3
CCCn1c(O)c2ccc(C(=O)N=NC(=O)c3cccnc3)cc2c1O | 0.44
CC(C)(C)c1cccc(OCCCSc2ncccn2)c1 | -1
CN(Cc1ccccc1)S(=O)(=O)c1ccc(NS(=O)(=O)Cc2ccccc2)cc1 | -3.8*
O=C(NCc1cccs1)c1nc2c(nnn2Cc2ccccc2Cl)c(=O)[nH]1 | -4.5*
CC(C)(C)C1(c2ccccc2)NC(=O)N(CC(=O)N2CCOCC2)C1=O (stereo unspecified) | -0.023
Cc1ccccc1Cn1c(=N)n(CC(O)c2ccco2)c2ccccc21 (stereo unspecified) | -1.4
C#CCN(N(C)c1ncc(C(F)(F)F)cc1Cl)S(=O)(=O)c1ccc2ccccc2c1 | -1.3
COCCNS(=O)(=O)c1ccccc1 | -0.91
Nc1c(C(=O)c2ccccc2)sc2snc(SCC(=O)c3ccccc3)c12 | -2.8
Nc1nc(Nc2cccc(F)c2)nc2ccccc12 | 0.42
Cc1cc(C)nc(/N=C(\N)C2=C(O)CC(C)(C)CC2=O)n1 | -0.17
CC1(C)CC(=O)C=C(NCc2ccc(Cl)c(Cl)c2)C1 | -0.62
O=C(O)c1ccc2c(c1)C(=O)N(C(Cc1ccc(O)cc1)C(=O)O)C2=O (stereo unspecified) | 0.61
c1ccc(-n2c(SCC3CCCCO3)nnc2-c2cnccn2)cc1 (stereo unspecified) | -0.0027
O=S(=O)(Nc1ncnc2sc3c(c12)CCC3)c1ccc(Cl)s1 | -2.9
O=C(C1CC1)n1cc(C(=S)N2CCOCC2)c2ccccc21 | -0.69
CSCCC(C(=O)OCC(=O)c1ccc(C)c(C)c1)N1C(=O)c2cc(Cl)c(Cl)cc2C1=O (stereo unspecified) | -3.6

Molecules listed so far with a thiophene ring, fused or not:
SMILES | Cav32 inh
O=C(NCc1cccs1)c1nc2c(nnn2Cc2ccccc2Cl)c(=O)[nH]1 | -4.5*
Nc1c(C(=O)c2ccccc2)sc2snc(SCC(=O)c3ccccc3)c12 | -2.8
O=S(=O)(Nc1ncnc2sc3c(c12)CCC3)c1ccc(Cl)s1 | -2.9

Later entries
SMILES | Cav32 inh
COc1ccccc1NC(=O)C(C)NS(=O)(=O)c1ccc(Cl)cc1 (stereo unspecified) | -0.96
CCCCCCOc1ccc(N2C(=O)CC(NCCc3ccc(S(N)(=O)=O)cc3)C2=O)cc1 (stereo unspecified) | -0.6
Fc1ccc(-n2c(-c3ccco3)nc3nc4ccccc4nc32)cc1 | 0.58
Cc1ccc(-n2nnc3c(SCC(=O)NCc4ccco4)ncnc32)cc1 | -2
O=C(C1CC(c2ccc(F)cc2)=NO1)N1CCN(c2ccccc2)CC1 (stereo unspecified) | -0.32
COC(=O)Nc1nnc(Cc2ccccc2)s1 | -3
CCOc1cc(C)c(Cl)cc1S(=O)(=O)N(C)C | -1.6
CCCSc1nc(C)c(C(C)=O)cc1C#N | -0.35
CCCOc1ccc(C(O)(CCC)CCN2CCCCC2)cc1 (stereo unspecified) | 0.2
CCOc1ccc2nc(N3CCC(C(=O)N4CCN(c5ccccn5)CC4)CC3)sc2c1 | 1
CCOC(=O)c1c(-c2ccco2)csc1N | 0.51
Cc1csc(NC(=O)CSc2nnc(-c3ccc(Cl)cc3)n2N)n1 | -0.01
CNc1nnc(-c2cc3cc(Cl)ccc3oc2=O)s1 | -1.6
Cc1ccc(OCCn2c(NC(=O)c3ccco3)nc3ccccc32)cc1 | 0.75
COC(=O)c1ccc(C(C(=O)NC2CCCCC2)N(C(=O)Cc2cccs2)C2CC2)cc1 (stereo unspecified) | -1.4

In a second layout: four of the compounds above
structure,Cav32 inh
CCOc1cc(C)c(Cl)cc1S(=O)(=O)N(C)C,-1.6
CCCSc1nc(C)c(C(C)=O)cc1C#N,-0.35
CCCOc1ccc(C(O)(CCC)CCN2CCCCC2)cc1 (stereo unspecified),0.2
CCOc1ccc2nc(N3CCC(C(=O)N4CCN(c5ccccn5)CC4)CC3)sc2c1,1

Remaining list, next part
SMILES | Cav32 inh
CC(C)(C)OC(=O)N1CCOCCOCCNCCOCCOCC1 | 0.74
Cc1cccc(NC(=O)CSc2nnc(CSc3nc(C)cc(C)n3)n2Cc2ccco2)c1 | -3.1
Cn1c(CN2CCCCC2)nc2cc(NS(=O)(=O)c3ccc(Cl)cc3)ccc21 | -0.67
Cc1ccc(-c2csc(=S)n2CC(=O)OCC(=O)NCc2ccco2)cc1 | -1.4
c1csc(C(c2nnnn2C2CCCC2)N2CCOCC2)c1 (stereo unspecified) | -0.076
COc1ccc(CCNc2ncnc3[nH]ncc23)cc1OC | 0.16
COc1ccc(-n2c(SCC#N)nnc2-c2cccnc2)cc1 | -0.065
CCOC(=O)C(CCC#N)(CCC#N)C(=O)OCC | -0.087
O=C(c1cccc(Br)c1)N1CCCC1 | 0.29
Cc1cccc(Nc2ccccc2)c1 | 1.5
COc1ccc(OC)c(C2NC(=O)NC(C)=C2C(=O)Nc2ccc(C)cc2)c1 (stereo unspecified) | -0.29
COc1cc(C(=O)n2nc(C)cc2C)cc(OC)c1OC | 0.1
Cc1cc(C(F)F)n2ncc(C(=O)NCc3ccccc3)c2n1 | -0.12
Cn1c(SCC(=O)NC2CC2)nnc1-c1ccco1 | -0.11
C=CCN(C(C)=O)C1CC(=O)N(c2ccc(OCCC)cc2)C1=O (stereo unspecified) | 0.075
O=C(CSc1ccc(Cl)cc1)Nn1cnnc1 | 0.13
Cc1ccc2nc(SCc3ccc([N+](=O)[O-])cc3)[nH]c2c1 | -5.8*
O=C(NCc1cccs1)c1ccc(N2CCCCC2)nc1 | 0.12
Cc1ccnc(N2CCC(C(=O)NNC(=O)c3ccccc3C)CC2)n1 | 0.89
O=C(NC1CCCC1)c1cnc2n(c1=O)CCS2 | 0.39
CCCCOC(=O)CCc1c(C)[nH]c(=S)[nH]c1=O | -0.094
O=C(NCC(=O)N(CCN1CCOCC1)C(C(=O)NC1CCCC1)c1cccs1)c1ccco1 (stereo unspecified) | 0.46
Cc1ccc2c(c1)cc(CN(CCc1ccccc1)C(=O)N1CCOCC1)c1nnnn12 | 0.33
Cc1ccc2nc(SCc3nnc(-c4ccccc4[N+](=O)[O-])o3)c(C#N)cc2c1 | -1.4
Cc1ccccc1C(=O)Nc1ccc(Br)cn1 | -0.4
Cn1c(C(=O)NC2CCCCC2)cc2sccc21 | -0.29
CN(C)S(=O)(=O)Oc1ccc(Cl)cc1C(=O)Nc1cccc(C(F)(F)F)c1 | -0.43
Cc1ccc(S(=O)(=O)N2CCC(=O)N(CCOCc3ccc(Cl)cc3)CC2)cc1 | -1
O=C(CN(C(=O)Cn1nnc(-c2cccs2)n1)c1ccc2c(c1)OCCO2)NC1CCCCC1 | -4.1*
Nc1cc(N)nc(SCC(=O)c2ccccc2)n1 | -0.011
Cc1csc(SCC(=O)c2cc(C)n(Cc3cccs3)c2C)n1 | -4*
C=CCN=C1SC(CC)C(=O)N1S(=O)(=O)c1ccc(C)cc1 (stereo unspecified) | 0.29
CCOc1ccc(-c2nc(-c3ccc(OC)c(OC)c3)no2)cc1OCC | -0.0066
CCN1CCN(C(c2cccs2)C(C)NC(=O)NC2CCCCC2)CC1 (stereo unspecified) | 0.69
CCOC(=O)CSc1nc2c(c(=O)[nH]c(=O)n2C)n1C/C=C(/C)Cl | 1.1
CCCCn1nnc(NC(=O)c2ccco2)n1 | -2.2
COc1ccc(OC)c(NC(=O)CSC2=C(C#N)C(c3ccco3)C3=C(CCCC3=O)N2)c1 (stereo unspecified) | 0.53
CCNc1nc(NCC)nc(OCCOC(=O)c2ccccc2)n1 | 0.63
Cc1ccccc1COCCN1CCN(S(=O)(=O)c2ccccc2)CCC1=O | -1.3
CC(=O)Nc1cnn(Cc2ccc(Br)cc2)c1 | 0.018
CCOC(=O)N1CCC(N2C(=O)c3ccc(C(=O)NCc4ccco4)cc3C2=O)CC1 | 0.94
COc1cc(OC)cc(C(=O)NC2CC3CCC(C2)N3Cc2ccco2)c1 (stereo unspecified) | 1.3
Cc1ccc(SCC2=NNC(=O)C2)cc1 | -0.24
CCCN(CCC)CCNc1c(N2CCN(C(=O)OCC)CC2)c(=O)c1=O | 0.68
O=C(NOC(=O)c1ccccc1Cl)c1cccs1 | 0.0062

Shown tab-delimited: part of the list above
canonical_smiles	Cav32 inh
CCN1CCN(C(c2cccs2)C(C)NC(=O)NC2CCCCC2)CC1 (stereo unspecified)	0.69
CCOC(=O)CSc1nc2c(c(=O)[nH]c(=O)n2C)n1C/C=C(/C)Cl	1.1
CCCCn1nnc(NC(=O)c2ccco2)n1	-2.2
COc1ccc(OC)c(NC(=O)CSC2=C(C#N)C(c3ccco3)C3=C(CCCC3=O)N2)c1 (stereo unspecified)	0.53
CCNc1nc(NCC)nc(OCCOC(=O)c2ccccc2)n1	0.63

(list continues)
SMILES | Cav32 inh
Cc1ccc(NS(=O)(=O)c2ccc(N3C(=O)CCC3=O)cc2)cc1 | 0.33
O=C(NCc1ccco1)c1ccc(OCC2CCCO2)cc1 (stereo unspecified) | 1.3
O=C(Nc1ccc2oc(-c3cccnc3)nc2c1)c1cccnc1 | 0.35
COC(=O)c1cn(-c2ccc(Cl)cc2)c(=O)c2ccccc12 | 0.0061
Fc1ccc(OCc2nn3cnnc3s2)cc1 | -0.2
CCN(CC)CCCN1C=C2C(=O)C(C)(OC(=O)C3CCCC3)C(=O)C(c3ccccc3)=C2C=C1CCCC(=O)OC (stereo unspecified) | 2.2
O=C(CC12CC3CC(CC(C3)C1)C2)N1CCOCC1 | 0.091
CC(C)(C)CN1C(N)=NC[C@H]1Cc1ccc(O)cc1 | 0.15
O=C(Nc1cccc2c1CCCC2)C1CCCN(S(=O)(=O)c2cccc3nonc23)C1 (stereo unspecified) | 0.28
COC(=O)N1CCN(c2ccc(C(C)=O)cc2)CC1 | 0.012
CNC(=O)c1[nH]cnc1C(=O)N[C@@H](CC(C)C)C(=O)OCc1ccccc1 | -0.016
COc1cc2c(cc1OC)CN(C(=O)CC1CC3CCC1C3)CC2 (stereo unspecified) | 0.89
Cc1ccc(N2CCN(C(=O)CN3C(=O)c4ccccc4C3=O)CC2)cc1 | 0.99
Cc1cc(C)cc(N(C(=O)CNC(=O)c2ccco2)C(C(=O)NC2CCCC2)c2cccnc2)c1 (stereo unspecified) | 0.073
CCOC(=O)/C(C(N)=NC(C)C)=C(\O)c1ccccc1 | 0.39
Cc1ccc(-c2ccc([C@H]3[C@H]4C=CC[C@@H](C)[C@@H]4C(=O)N3Cc3ccccc3)c(F)c2)cc1 | 0.0041
Nc1nc(Cl)cc(N2CCOCC2)n1 | 0.47
COCC(C)n1c(SCc2ccc(C(=O)OC)o2)nc2ccccc2c1=O (stereo unspecified) | -1.9
CCC(=O)c1cc(F)c(N2CCN(S(=O)(=O)c3ccccc3)CC2)cc1C | 7.9e-05
C#CC(CO)N(CCN(Cc1ccccc1)C(C#C)CO)Cc1ccccc1 (stereo unspecified) | -6.7*
CSCCC(NC(N)=O)C(=O)NCC1CCCCC1 (stereo unspecified) | 0.89
CCOC(=O)c1ccccc1NC(=O)COC | -0.002
CCOc1ccc(NC(=O)C2CC(=O)N(CC)C(=Nc3ccc4c(c3)OCO4)S2)cc1 (stereo unspecified) | -2
Cc1ccc(Nc2nc(N)nc(CSc3nccn3C)n2)c(C)c1 | -1.2
Cc1[nH]c(=O)[nH]c(=O)c1S(=O)(=O)N1CCC(C(=O)N2CCN(Cc3ccccc3)CC2)CC1 | 0.071
C=CCN=c1sc(C(=O)OC)cc(=O)n1CC=C | -1.4
Cc1ccc(NC(=O)CCc2c(C)nc3ncnn3c2C)nc1 | 0.58
CCN(CC)C(=O)c1csc(Nc2ccc(C)cc2)n1 | -0.74
O=C(Nc1ccccc1N1CCN(C(=O)c2ccccc2)CC1)c1cc2ccccc2o1 | 0.85
O=C1C2C3C=CC(C2C(=O)N1CCCO)C1C2C(=O)N(CCCO)C(=O)C2C31 (stereo unspecified) | 0.56
O=C(Cn1c(=O)oc2cc(S(=O)(=O)N3CCOCC3)ccc21)N1CCc2ccccc2C1 | 0.64
CCn1c(Cc2ccccc2)nnc1SCC(=O)Nc1ccccc1N1CCOCC1 | -0.032
CC(=O)c1cccc(NS(=O)(=O)c2ccc(N/C=C\C(=O)c3ccc(F)cc3)cc2)c1 | 0.25
O=C1Nc2ccccc2C12OCCCO2 | -0.073
CCOC(=O)c1cnc2ccc(C)cc2c1Sc1ccccc1 | -0.82
Cc1ccc(OCCCC(=O)NCc2ccco2)cc1 | 0.74
COc1ccc(CCNC(=O)c2nnc(Cc3c(F)cccc3Cl)o2)cc1OC | 0.11
O=S(=O)(c1ccc(Oc2ccc3oc4ccccc4c3c2)nc1)N1CCCC1 | -0.13
Cc1ccc(NC(=O)C(C)c2ccc(-c3ccccc3)c(F)c2)cc1 (stereo unspecified) | -0.0068
Cc1ccc(Nc2ccc(C(=O)N3CCCC3)cn2)c(C)c1 | 0.69
Cc1cc2nc(N)sc2cc1C | 1.5
